# Source: PubChem
# E-selectin induc: induces E-selectin expression in human endothelial cells; P16581; HUVEC E-selectin immunofluorescence imaging; normalized: neutral wells 0, TNF-alpha wells 100; activation, % at 7.58 µM; hit rate 0.37% among 260,000; AID 686992;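 active = mean E-selectin-positive cell signal at least 10% of the positive control, reached in at least 60% of replicates, without over 20% cell loss; inconclusive = no rule given, readout overlaps actives, possibly toxicity-flagged; inactive = the rest, including those meeting only one limit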;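 note: in these data hits start at about 27%; measured in HUVEC primary endothelial cells; signal is the percent of cells scored E-selectin positive by PE staining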
#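 Assay system: HUVEC primary endothelial cells. Input: 3,000 HUVEC seeded per well. Doses: one compound dose added by pin transfer. Read-out basis: % PE-positive cells. Benchmarks: TNF-alpha high, DMSO low. Detection: immunofluorescence imaging. Buffer or medium: EGM-2, gelatin.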
# S100A4 MyoIIA: blocks human S100A4 binding to myosin IIA peptide | P26447 | S100A4/TAMRA-MyoIIA peptide fluorescence polarization | inhibition, % at 10.7 µM | hit rate 0.14% among 360,000;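 active = mean inhibition of at least 70% across replicates, with every replicate also reaching that level; inconclusive = mean inhibition reaches 70% but some replicates fall short; inactive = mean inhibition below 70%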
# Target sequence (P26447 whole entry, looked up): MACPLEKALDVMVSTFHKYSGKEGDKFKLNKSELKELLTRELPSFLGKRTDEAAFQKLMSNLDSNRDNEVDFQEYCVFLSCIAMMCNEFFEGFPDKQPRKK
#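 Test system: S100A4 monomer protein. Medium: HEPES buffer with Ca2+, pH 7.2. Reagent: fluorescent myosin IIA peptide, 5 nM. Compound dosing: single-point compound testing. Timing: 5 min between mix addition and reading. Benchmarks: DMSO neutral and TFP positive wells.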
# XiGFP reactiv: activators of X-chromosome reactivation in mouse fibroblasts. XiGFP mouse fibroblasts, % GFP-positive cells imaging, 3 d; cells co-treated with 5-aza-dC sensitizer; scaled so ellipticine positive control = 100%. hit rate 0.055% among 360,000. AID 743238. activation, % at 7.58 µM;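 active = mean normalized replicate activation at least 10% and every replicate at or above 10%; inconclusive = only one of the two criteria met; inactive = mean below 10% and not all replicates reach 10%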;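 note: 0% = median of on-plate neutral control wells and 100% = ellipticine 6 µM median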
#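 System: SV40-immortalized XiGFP fibroblast cells, line 68-5-11 / Incubation: 3-day compound exposure, then 15 min fixation at room temperature / Compound: single concentration per compound, delivered by pin transfer / Buffer or medium: DMEM plus 5-aza-dC sensitizer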
# esBAF inh: blocks esBAF chromatin remodeling in mouse ES cells; hit rate 2% among 350,000; AID 602393; Bmi1-luciferase knock-in reporter, 24 h; 100% = twice the neutral-well signal; reporter increase, % at 12.5 µM; in the data active = activation above about 40%; inconclusive = no clear call, values can overlap the other calls;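 note: 0% = median of the plate's neutral control wells and 100% = double that signal; a rise in the Bmi1 reporter signal indicates esBAF inhibition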
# RAD54 branch: inhibitors of human RAD54 branch migration | Q92698 | RAD54 Holliday junction branch migration, FAM/BHQ fluorescence | inhibition, % at 10.4 µM | hit rate 0.14% among 360,000 | AID 602329;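 active = mean normalized replicate activity at least 40 and at least half of replicates scoring 40 or more; inconclusive = only one of the two criteria met; inactive = mean below 40 and under half of replicates reaching 40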;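 note: 0% = median of neutral control wells and 100% = median of positive control wells; inhibitors cause a drop in the FAM fluorescence signal; in these data hits start at about 50%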
# ERAP1 HTS inh: inhibitors of human ERAP1 aminopeptidase; inhibition, % at 10.7 µM; Q9NZ08; hit rate 0.15% among 340,000; recombinant ERAP1, Leu-AMC fluorescence, 60 min; AID 652197;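 active = mean replicate inhibition of at least 30%, or all replicates individually reaching that 30% level; inactive = mean below 30% and not every replicate reaching it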;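 note: 0% = neutral control wells and 100% = L-leucinethiol positive control wells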
# ERp5 inh: ERp5 (human) disulfide isomerase inhibition. ERp5 insulin aggregation, absorbance 650 nm, 90 min. inhibition, % at 9.99 µM. hit rate 0.05% among 350,000. AID 651711;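 active = mean replicate inhibition above about 25%, with every replicate also reaching it, limit read from the data, passing the limit was not always enough; inconclusive = only one of those two criteria met; inactive = neither criterion met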
# Target sequence (Q15084 whole entry, looked up): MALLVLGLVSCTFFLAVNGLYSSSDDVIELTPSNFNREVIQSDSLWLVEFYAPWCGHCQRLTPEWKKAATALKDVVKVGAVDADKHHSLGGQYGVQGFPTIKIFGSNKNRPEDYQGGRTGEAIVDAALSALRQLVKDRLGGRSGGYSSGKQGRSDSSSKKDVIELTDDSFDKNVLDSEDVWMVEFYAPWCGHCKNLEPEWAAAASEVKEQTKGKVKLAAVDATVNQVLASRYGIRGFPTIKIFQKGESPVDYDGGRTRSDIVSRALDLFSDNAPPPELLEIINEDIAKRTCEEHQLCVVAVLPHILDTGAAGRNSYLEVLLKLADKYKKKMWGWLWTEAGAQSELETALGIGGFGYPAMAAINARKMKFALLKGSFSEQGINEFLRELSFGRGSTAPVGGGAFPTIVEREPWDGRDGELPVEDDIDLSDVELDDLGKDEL
# RAD52 inh: blocks human RAD52 DNA annealing. recombinant RAD52 DNA annealing, FRET fluorescence. inhibition, % at 18.7 µM. hit rate 0.46% among 360,000;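 active = every replicate showing at least 50% inhibition; inconclusive = mean inhibition at least 50% but not in every replicate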
# Target sequence (P43351 whole entry, looked up): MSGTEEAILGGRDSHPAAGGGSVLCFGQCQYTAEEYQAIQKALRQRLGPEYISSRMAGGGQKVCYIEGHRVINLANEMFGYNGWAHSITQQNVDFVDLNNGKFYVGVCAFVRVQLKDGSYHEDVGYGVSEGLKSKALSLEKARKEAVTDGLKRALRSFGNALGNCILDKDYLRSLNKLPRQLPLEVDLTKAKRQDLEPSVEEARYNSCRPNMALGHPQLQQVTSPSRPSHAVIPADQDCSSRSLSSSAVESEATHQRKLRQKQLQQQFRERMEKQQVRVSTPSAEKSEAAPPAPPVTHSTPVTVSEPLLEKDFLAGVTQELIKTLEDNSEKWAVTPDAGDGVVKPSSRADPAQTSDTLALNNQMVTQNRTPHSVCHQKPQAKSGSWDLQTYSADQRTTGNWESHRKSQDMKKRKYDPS
# An asterisk follows results filed as active; ? = inconclusive; . = not tested or not shown.
Structure	S100A4 MyoIIA	ERp5 inh	E-selectin induc	ERAP1 HTS inh	RAD52 inh	esBAF inh	RAD54 branch	XiGFP reactiv
CCn1nnc2cc(C(=O)NCCc3ccccc3F)ccc21	-0.8	-6.7	.	2.0	-13.3	-57.2	4.4	0.1
C[C@H]1CN([C@@H](C)CO)C(=O)c2cc(C#CCN(C)C)cnc2O[C@@H]1CN(C)Cc1cccc(F)c1	4.7	10.0	0.0	3.2	12.1	.	.	-0.5
C[C@H]1CN([C@@H](C)CO)C(=O)c2cccc(NC(=O)Nc3ccc4c(c3)OCO4)c2O[C@H]1CN(C)Cc1ccc(C(=O)Nc2ccccc2N)cc1	9.2	4.5	-0.1	2.5	15.7	-14.9	-1.1	0.2
CO[C@H]1CN(C)C(=O)c2cc(NC(=O)c3ccc(F)cc3)ccc2OC[C@@H](C)N(C(C)=O)C[C@@H]1C	-10.9	-7.4	0.0	0.9	3.2	1.1	0.6	1.7
CC1(C(=O)NS(=O)(=O)c2ccccc2Cl)CCN1C(=O)CCc1ccccc1 (configuration not stated)	-3.0	-0.8	-0.2	-1.5	-4.3	6.5	-7.8	0.7
CCS(=O)(=O)Nc1ccc2c(c1)C(=O)N(C)[C@@H]1CC[C@H](CC(=O)NCCOC)O[C@H]1CO2	-0.8	-0.2	-0.1	-2.6	3.6	0.2	-1.1	0.2
C=CCN(c1ccccc1OC)S(=O)(=O)c1cccc(C(=O)NCC(c2ccc(OC)cc2)N2CCCC2)c1 (configuration not stated)	-12.6	1.7	.	-2.6	-320.2	10.1	-7.6	0.0
CCS(=O)c1scc(-c2ccc(Cl)cc2)c1C#N (configuration not stated)	-10.7	0.5	.	0.5	-5.7	6.9	.	0.1
COc1cccc(-c2ccc([C@H]3[C@@H](CO)N4CCCCN(S(=O)(=O)c5cccs5)C[C@H]34)cc2)c1	-7.0	-2.3	-0.8	-0.4	-38.3	-3.2	-22.3	0.2
CCOC(=O)CCCCCCCCC(=O)Nc1ccc(-n2[nH]c(=O)cc2C)cc1	-5.5	-1.4	0.3	-3.2	3.1	.	.	-0.1
O=C(C[C@H]1CC[C@H](NS(=O)(=O)c2ccc(F)cc2)[C@@H](CO)O1)N1CCc2ccccc2C1	0.0	-2.9	0.4	-2.6	1.0	2.1	3.2	-0.6
N/C(Cn1cncn1)=N\NC(=O)C(=O)Nc1ccccc1	0.6	5.3	5.7	-5.7	-13.2	3.7	-9.9	0.0
COc1ccccc1CNC(=O)C[C@H]1C[C@H]2c3cc(NS(=O)(=O)c4ccc(F)cc4)ccc3O[C@H]2[C@H](CO)O1	1.0	-1.8	-0.1	-1.9	2.4	12.7	2.1	0.0
COc1ccc(NC(=O)Nc2cccc3c2O[C@@H](CN(C)C(=O)Nc2ccc4c(c2)OCO4)[C@H](C)CN([C@@H](C)CO)C3=O)cc1	-16.7	-4.6	-0.1	-4.1	17.3	0.6	1.1	-1.2
O=C1C2C3C=CC(C2C(=O)N1c1ccccc1O)C1C2C(=O)N(c4ccccc4O)C(=O)C2C31 (configuration not stated)	-2.8	1.8	.	-0.6	-29.5	-14.1	3.9	0.0
CO[C@H]1CN(C)C(=O)c2ccc(NC(C)=O)cc2OC[C@@H](C)N(C(=O)c2ccncc2)C[C@H]1C	1.1	0.7	-0.1	-0.5	-2.6	-6.4	1.1	0.3
Cc1noc(C)c1S(=O)(=O)Nc1ccc2c(c1)CC(=O)N([C@@H](C)CO)C[C@H](C)[C@H](CN(C)Cc1ccc(Oc3ccccc3)cc1)O2	.	.	0.0	.	.	-0.5	-1.8	0.3
O=C(NCc1ccccc1F)C1CCCN(S(=O)(=O)c2ccc(-n3cnnn3)cc2)C1 (configuration not stated)	0.4	-6.6	0.4	1.2	11.0	-5.1	0.9	0.0
CCC(=O)N1CC2(CCN(Cc3cncnc3)CC2)c2c([nH]c3cc(OC)ccc23)[C@@H]1CO	10.1	-4.2	-0.1	-0.7	-7.9	.	.	-0.1
COCCn1c(SCC(=O)Nc2cccc(F)c2)nc2c([nH]c3ccccc32)c1=O	17.1	-7.4	0.2	-2.7	-10.5	.	13.0	0.0
COc1ccc(C(CNC(=O)c2ccc(S(=O)(=O)N(C)C)cc2)N2CCCC2)cc1 (configuration not stated)	-3.8	-0.3	.	3.7	-142.1	-3.9	0.3	0.4
O=C(NCc1ccccc1)[C@@H]1CCCN1C(=O)[C@H]1CCCN1C(=O)c1ccc(Cl)cc1	-0.4	3.5	0.1	2.6	4.8	.	.	0.7
Cc1cc(C)cc(NC(=O)CSc2nnc(CNC(=O)c3ccco3)o2)c1	6.4	0.4	-0.1	-1.1	-7.9	14.1	-7.1	0.0
COc1ccc(-n2c(=O)[nH]c3cc(C(=O)NCCc4ccc(OC)c(OC)c4)ccc3c2=O)c(OC)c1	11.2	-1.0	0.1	0.5	-14.7	-3.9	3.1	0.1
COc1cccc(CN2C[C@@H](C)[C@H](OC)CN(C)C(=O)c3cc(NS(=O)(=O)c4cn(C)cn4)ccc3OC[C@H]2C)c1	-36.8	6.7	0.1	1.2	-3.5	1.0	-6.3	0.3
Cc1cc(C(C)(C)C)cc(C)c1Cn1c2[n+](c3ccc(C(F)(F)F)cc31)CCCCC2	-12.5	-0.8	-3.2	0.3	-6.9	.	.	0.0
CCCN(C)C[C@H]1Oc2ncc(C#CC3CCCCC3)cc2C(=O)N([C@H](C)CO)C[C@H]1C	-3.9	9.9	1.2	1.5	-2.8	-9.7	-1.0	0.1
O=C(CSc1nnc(CNC(=O)c2c(F)cccc2F)o1)NCc1ccccc1	-3.0	1.7	0.0	-1.0	-1.9	.	8.8	0.0
COCC(=O)Nc1ccc2c(c1)[C@@H]1C[C@H](CC(=O)NC3CCCC3)O[C@H](CO)[C@@H]1O2	-10.5	-1.7	-0.2	1.7	-8.8	-0.3	2.9	0.1
Clc1ccc(CNc2ccccn2)cc1	3.2	-2.7	.	-6.5	-9.1	.	.	0.0
O=C(N[C@H]1CC[C@@H](CCn2cc(-c3ccc(F)cc3)nn2)O[C@H]1CO)c1cnccn1	-2.5	2.4	-3.1	4.6	-14.5	-3.8	6.1	-0.3
COc1ccc(NC(=O)CSc2nnc(Cc3cccn3C)n2CCc2ccccc2)c(OC)c1	2.8	-0.8	.	2.0	-27.9	-8.3	4.2	.
O=C(c1ccccc1)c1n[nH]c(-c2ccccc2)cc1=O	-1.2	6.8	.	-0.9	-15.2	.	.	0.4
Cc1ccc(S(=O)(=O)N(C)C[C@@H]2Oc3c(NS(=O)(=O)c4ccc(F)cc4)cccc3C(=O)N([C@H](C)CO)C[C@H]2C)cc1	.	.	-6.4	.	.	1.0	-1.3	0.3
COC(=O)C1=C(C)N(Cc2ccc(F)cc2)C(=S)NC1c1cccc(Br)c1 (configuration not stated)	0.5	3.2	-0.1	1.2	-10.0	.	.	0.2
CCCNC(=O)C1(C)CCN(Cc2csc3ccccc23)C1 (configuration not stated)	1.6	1.0	-0.1	-2.1	-8.3	-2.0	-2.3	0.1
Cc1cc(-c2nn(C)c(=O)c3ccccc23)ccc1CNC(=O)NC1CCCCC1	-4.3	2.1	.	-0.4	-9.4	.	.	0.2
O=C(NCc1ccco1)C1CCN(C(=O)c2ccc([N+](=O)[O-])cc2)CC1	-1.1	3.2	-0.1	-1.8	-11.8	-2.3	0.3	-0.1
CCN(CC)CCN1C(=O)C(O)=C(C(=O)c2cc3cccc(OC)c3o2)C1c1ccc(F)cc1 (configuration not stated)	-10.8	-0.6	2.5	3.5	-5.8	-4.0	.	0.2
CC1CC(C)CN(C(=O)COC(=O)c2ccc(S(=O)(=O)N(C)c3ccccc3)cc2)C1 (configuration not stated)	-4.8	-6.3	-0.8	-3.4	3.9	-1.2	-5.7	-0.1
COc1nc(N)nc(NC(=O)c2cccs2)c1N=O	2.8	3.2	0.5	-0.1	-10.8	18.4	1.7	0.0
CCC1CCCCN1CCCNC(=O)c1ccc(N2CCCC2=O)cc1 (configuration not stated)	-6.2	-7.0	.	3.6	-7.1	-1.6	-2.7	0.2
Cc1ccc(Cn2nnc3c(=O)n(Cc4ccccc4C)cnc32)cc1	-6.9	-3.2	-0.1	2.0	-11.9	-3.8	-2.4	0.0
CN1C(=O)c2cc(NC(=O)c3cccc(F)c3)ccc2OC[C@H]2O[C@@H](CC(=O)NC3CCC3)CC[C@@H]21	-2.8	.	0.0	1.1	11.8	.	.	0.2
COc1ccc(-c2oc3ccc(-c4ccc5c(c4)OCO5)cc3c2-c2ccc(OC)nc2)cc1	18.6	0.0	-0.2	.	-4.4	-11.9	3.6	0.1
COc1cccc(NC(=O)C2CCN(S(=O)(=O)c3ccc(N4CCCC4=O)cc3)CC2)c1	-3.4	0.4	-0.2	1.3	-1.0	3.4	6.5	0.0
C=CCOc1cccc(C(=O)NC(c2ccccc2)C(C)C)c1 (configuration not stated)	-1.1	-1.9	0.7	3.3	-9.5	-3.6	-1.2	-0.3
COc1ccc(OCc2cc(C(=O)N(C)Cc3nnc(C)o3)no2)c(Cl)c1	2.8	6.2	0.1	-3.3	-10.1	?	7.7	0.0

# 2 records drawn at random from those above:
Structure	S100A4 MyoIIA	ERp5 inh	E-selectin induc	ERAP1 HTS inh	RAD52 inh	esBAF inh	RAD54 branch	XiGFP reactiv
CCC1CCCCN1CCCNC(=O)c1ccc(N2CCCC2=O)cc1 (configuration not stated)	-6.2	-7.0	.	3.6	-7.1	-1.6	-2.7	0.2
CCN(CC)CCN1C(=O)C(O)=C(C(=O)c2cc3cccc(OC)c3o2)C1c1ccc(F)cc1 (configuration not stated)	-10.8	-0.6	2.5	3.5	-5.8	-4.0	.	0.2

# (more compounds)
Structure	S100A4 MyoIIA	ERp5 inh	E-selectin induc	ERAP1 HTS inh	RAD52 inh	esBAF inh	RAD54 branch	XiGFP reactiv
C[C@@H]1CCCCO[C@@H](CN(C)Cc2ccc(C(F)(F)F)cc2)[C@H](C)CN([C@@H](C)CO)C(=O)c2cc(NC(=O)c3ccncc3)ccc2O1	11.8	0.9	-0.2	-3.0	-50.6	3.7	-4.4	0.2
CCCNC(=S)N1CC2(C)CN(C(=O)C(=O)OCC)CC(C)(C1)C2=O	2.9	-1.2	.	-2.4	-8.7	.	.	0.2
COc1ccc2c3c(n(C)c2c1)[C@@H](CO)N(C(=O)Nc1ccc(F)cc1)CC31CN(C(=O)Nc2c(C)noc2C)C1	0.5	-10.1	-0.2	-1.7	-14.2	.	.	0.4
COc1ccc(CCC(=O)NNC(=O)Nc2ccc(OC)c(OC)c2)cc1	0.6	1.4	.	-1.0	7.4	-8.1	-0.1	0.0
C[C@@H]1CN([C@H](C)CO)C(=O)Cc2cc(NS(=O)(=O)c3ccc(F)cc3)ccc2O[C@H]1CN(C)C(=O)Nc1ccc(F)cc1	-15.8	-4.4	1.0	-0.6	15.4	-0.2	-18.5	0.0
CC[C@@]1(C(=O)OC)N[C@H](CN(C)C(=O)NC(C)C)[C@@H]2C(=O)N(Cc3ccccc3)C(=O)[C@@H]21	7.8	3.8	0.5	-3.2	-9.0	-7.2	-1.4	0.0
CCOC(=O)C1(C)CCCN(C(=O)c2cccs2)C1 (configuration not stated)	-2.3	-5.3	-0.1	-0.5	0.1	1.9	6.2	0.2
